Scp-1 inhibitor: Scp-1 phosphatase inhibitors, primary screen, biochemical, colorimetric, uHTS. Recombinant Scp1, phosphopeptide, malachite green phosphate absorbance. inhibition, % at 20 µM. 340,000 compounds, 0.88% hits. AID 493091, 2011;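 active = inhibition above about 50% at 20 µM, limit read from the data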;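 also: plate controls were DMSO wells with enzyme for no effect and wells lacking enzyme for full effect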
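Times: enzyme reaction 45 min at room temperature, colour 5 min, stabilisation 30 min. Material: SCP-1 catalytic fragment, aa 76-261. Medium: Acidic Tris acetate buffer with magnesium and detergent. Signal: colorimetric free-phosphate detection, absorbance 630 nm. Read-out basis: % inhibition of SCP-1 phosphate liberation. Reagent: Phosphorylated 17-residue peptide substrate.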
Rpn11 inh: Rpn11 (PSMD14) deubiquitinase inhibitors, primary screen, biochemical, fluorescence polarization, uHTS | 26S proteasome non-ATPase regulatory subunit 14 (Homo sapiens), O00487 | AID 588493, 2011 | calls only at 20 µM | human 26S proteasome, Ub4-pepOG fluorescence polarization; 20S core pre-blocked with epoxomicin | 360,000 compounds, 0.59% hits;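 active = inhibition at 20 µM, scaled to each plate's controls, above about 33%, limit read from the data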
LMPTP inh: LMPTP phosphatase inhibitors, primary screen, biochemical, fluorescence intensity, uHTS; 360,000 compounds, 0.22% hits; AID 651560, 2012; inhibition, % at 20 µM; Low molecular weight phosphotyrosine protein phosphatase (Homo sapiens), P24666; recombinant LMPTP-A, OMFP fluorogenic substrate;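 active = compounds that cut the enzyme signal by at least half of the control window in the single-dose screen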;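 also: plate controls were DMSO wells with enzyme plus substrate for no effect and substrate without enzyme for full effect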
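Material: LMPTP-A; amount: 0.625 nM enzyme; doses: single 20 µM dose; times: reaction 50 min, room temperature, dark; technique: fluorescence intensity of OMFP turnover product; benchmarks: no-enzyme and uninhibited controls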
MT1-MMP act inh: blockers of MT1-MMP proenzyme processing, primary screen, HT1080 RFP-PRO-GFP cells, GFP/RFP fluorescence. GFP/RFP ratio fluorescence, overnight; percent of plate control window, DMSO zero. Matrix metalloproteinase-14 (Homo sapiens), P50281. 360,000 compounds, 0.061% hits. GFP/RFP ratio change, % at 20 µM;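 active = GFP/RFP ratio change of at least 30% with cell ATP level not reduced by more than half and red fluorescence within 50% of control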; also: strong numbers were not always called active
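Assay system: HT1080 RFP-PRO-GFP cells. Benchmarks: DMSO vehicle wells and RFP-L50D-GFP reporter cell wells. Times: overnight cell settling, then overnight compound exposure, 37 °C, 5% CO2. Compound: 20 µM single dose, 1% DMSO. Read-out basis: GFP/RFP fluorescence ratio.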
SKN-1 inh: suppressors of acrylamide-induced Pgst-4::GFP reporter in worms, primary screen, SKN-1 inhibitor project, whole organism, uHTS, GFP/RFP fluorescence ratio, strain VP596 | 360,000 compounds, 0.49% hits | inhibition, % at 21.8 µM | C. elegans VP596 Pgst-4::GFP/RFP ratio, 24 h;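 active = interference check ratio from 0.5 to 1.5 plus GFP to RFP signal ratio inhibition reaching or exceeding a fixed threshold, cut at about 30% in these data, passing the limit was not always enough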; also: some compounds called inactive have numbers as strong as hits
NRP1-CendR mod: modulators of CendR peptide binding to NRP-1, primary screen, biochemical, fluorescence polarization, uHTS. FAM-RPARPAR peptide binding to NRP-1. AID 602438, 2012. 360,000 compounds, 0.85% hits. Neuropilin-1 (Homo sapiens), O14786. inhibition, % at 25 µM;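 active = inhibition or corrected inhibition above about 18%, plus a signal ratio from 0.5 to 1.5, limit read from the data, passing the limit was not always enough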; also: strong numbers were not always called active
STEP block: STEP phosphatase inhibitors, primary screen, biochemical, fluorescence intensity, uHTS. inhibition, % at 20 µM. recombinant STEP, OMFP fluorogenic substrate. 360,000 compounds, 0.25% hits. Tyrosine-protein phosphatase non-receptor type 5 (Homo sapiens), P54829;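 active = inhibition at 20 µM, scaled per plate between control wells, above about 37%, limit read from the data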;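 also: 0% = DMSO with enzyme and substrate and 100% = substrate only without enzyme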
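Assay system: isolated STEP enzyme / Timing: 20 min at room temperature, dark / Doses: 20 µM, 1% DMSO / Technique: fluorescence intensity, excitation 480 nm, emission 540 nm / Reagent: fluorogenic phosphatase substrate OMFP at 25 µM final / Measure: percent inhibition scaled to no-enzyme and uninhibited-enzyme controls, plate-pattern corrected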
SUMO1-SIM PPI: modulators of SUMO1 protein-protein interactions, primary screen, biochemical, uHTS; Small ubiquitin-related modifier 1 (Homo sapiens), P63165; SUMO1 binding to a labelled peptide, TR-FRET, 1 h; inhibition, % at 20 µM; 360,000 compounds, 0.33% hits; AID 602429, 2012; in the data active = inhibition above about 37%
DNMT1 block: human DNMT1 methyltransferase inhibitors, primary screen, biochemical, molecular beacon, fluorescence, HinP1I cleavage, uHTS | 360,000 compounds, 0.83% hits | DNA (cytosine-5)-methyltransferase 1 (Homo sapiens), P26358 | AID 588458, 2011 | inhibition (reported as % activation of signal), % at 10 µM; in the data active = inhibition above about 50%
Target sequence (P26358 504-1616 limits assumed): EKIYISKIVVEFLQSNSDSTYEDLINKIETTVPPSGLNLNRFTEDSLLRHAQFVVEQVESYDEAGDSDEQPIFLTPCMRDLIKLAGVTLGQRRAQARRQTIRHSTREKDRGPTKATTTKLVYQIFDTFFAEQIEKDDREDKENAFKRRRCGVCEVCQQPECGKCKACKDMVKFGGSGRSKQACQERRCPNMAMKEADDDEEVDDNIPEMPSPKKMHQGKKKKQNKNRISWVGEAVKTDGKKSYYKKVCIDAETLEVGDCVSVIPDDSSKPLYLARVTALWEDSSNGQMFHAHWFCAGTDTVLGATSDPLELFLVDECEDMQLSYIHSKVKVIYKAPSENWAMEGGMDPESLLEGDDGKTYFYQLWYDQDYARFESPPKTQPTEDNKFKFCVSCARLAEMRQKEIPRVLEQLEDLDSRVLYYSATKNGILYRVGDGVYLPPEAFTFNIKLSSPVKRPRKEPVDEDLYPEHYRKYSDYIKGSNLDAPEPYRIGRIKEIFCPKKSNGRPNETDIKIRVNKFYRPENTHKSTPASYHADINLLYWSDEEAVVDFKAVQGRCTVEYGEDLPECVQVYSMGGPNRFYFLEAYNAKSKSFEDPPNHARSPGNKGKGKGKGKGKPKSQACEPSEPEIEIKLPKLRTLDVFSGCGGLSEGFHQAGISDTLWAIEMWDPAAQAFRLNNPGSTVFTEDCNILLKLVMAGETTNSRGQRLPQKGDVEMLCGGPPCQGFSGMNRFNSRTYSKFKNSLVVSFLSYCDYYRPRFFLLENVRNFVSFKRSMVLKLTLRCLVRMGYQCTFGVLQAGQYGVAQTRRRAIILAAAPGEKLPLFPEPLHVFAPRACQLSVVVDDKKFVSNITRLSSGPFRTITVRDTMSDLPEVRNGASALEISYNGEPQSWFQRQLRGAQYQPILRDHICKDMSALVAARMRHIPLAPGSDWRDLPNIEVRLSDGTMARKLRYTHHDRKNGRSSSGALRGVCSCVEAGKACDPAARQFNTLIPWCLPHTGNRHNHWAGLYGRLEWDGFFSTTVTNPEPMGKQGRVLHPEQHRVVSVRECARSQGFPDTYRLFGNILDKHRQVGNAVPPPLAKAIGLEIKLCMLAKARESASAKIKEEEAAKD
NadD block: inhibitors of S. aureus NadD, primary screen, biochemical, colorimetric, uHTS | Nicotinate-nucleotide adenylyltransferase NadD (Staphylococcus aureus N315) | purified NadD enzyme, colorimetric absorbance read-out | inhibition, % at 20 µM | 360,000 compounds, 0.78% hits | AID 602399, 2012; in the data active = inhibition above about 26%; also: some compounds past the cut are filed as inactive
The depositor's hits bear a star; i = inactive; nt = no result given. Hits appear at their usual frequency, and some 3.9% of all compounds hit somewhere here.

Rpn11 inh	NRP1-CendR mod	MT1-MMP act inh	NadD block	SKN-1 inh	Scp-1 inhibitor	STEP block	SUMO1-SIM PPI	DNMT1 block	LMPTP inh	structure
i	1	1	5	11	-4	-1	-1	-4	1.6	O=C(NCc1cccnc1)C1CC(=O)N(C2CCCCC2)C1 (stereo not drawn)
i	2	6	13	10	1	0	-1	-2	-30	COc1cc(CNn2cn[nH]c2=S)cc(Cl)c1OCc1ccccc1
i	9	4	-2	-14	-8	-1	-2	1	-1.1	COc1cccc(-n2cc(CNC(=O)C3CCC(=O)N(C4CC4)C3)cn2)c1 (stereo not drawn)
i	-10	4	3	0	-4	2	-7	-6	0.6	CCC(C)NS(=O)(=O)c1ccc(S(=O)(=O)Nc2cc3c(cc2C(C)=O)OCO3)cc1 (stereo not drawn)
i	7	1	-4	10	-6	-2	9	3	-0.5	COc1ccc(NC(=O)CN(C)C(=O)c2cccc(S(=O)(=O)Nc3ccccc3Cl)c2)cc1
i	16	1	-4	-14	0	-1	3	4	-0.6	CCOCCCNC(=O)C(NC(=O)C1CCC(=O)N1)c1ccc(C)cc1 (stereo not drawn)
i	-5	3	-6	1	1	2	3	-3	-0.5	Nn1c(Cc2ccccc2F)nnc1SCCOc1ccc(Cl)cc1
i	-2	4	-4	-11	-4	-2	2	17	0.1	O=C(O)CCC(=O)NC1CCCCC1
i	-1	2	-2	6	-2	-1	-4	8	-0.9	O=C(Cc1ccccc1[N+](=O)[O-])NNC(=O)c1cccs1
i	3	5	-1	4	-1	1	-1	2	0.0	NS(=O)(=O)c1cccc(NC(=O)COC(=O)CC2CC3CCC2C3)c1 (stereo not drawn)
i	-9	0	-3	-10	-2	9	-3	-2	-1.1	CCOc1cc(NC(=S)NCC2CCCO2)c(OCC)cc1NC(=O)c1cccc(F)c1 (stereo not drawn)
i	-3	-1	1	-13	-3	5	0	1	6.6	Cc1nc(N)nc2c1CCCC2
i	5	-7	-4	-8	-8	2	-4	-4	3.8	O=C(CSc1nc(-c2ccco2)cc(C(F)(F)F)n1)N1CCCc2ccccc21
i	12	0	4	-17	2	-2	0	5	-1.4	CN(CC(=O)Nc1ccncc1)S(=O)(=O)c1ccc(Br)cc1
i	9	-3	2	-3	-14	2	-2	2	-2.3	CC(C)(C)C(=O)C1=C(O)C(=O)N(c2ccccc2)C1c1ccccc1 (stereo not drawn)
i	-4	2	-8	-8	-2	2	0	3	-1.5	NC(=O)C1CCN(Cc2nc3ccccc3c(=O)[nH]2)CC1
i	20	3	2	-9	-9	0	-2	1	0.4	O=C(CCn1cccn1)Nc1ccc(-c2ccno2)cc1
i	3	1	-4	1	0	3	3	0	0.1	O=C(Nc1ccccc1N1CCOCC1)c1ccccc1NS(=O)(=O)c1ccc(F)cc1
i	5	1	6	3	nt	0	2	0	-3.1	CN1C(=O)[C@H]2[C@@H](c3ccccc3)N[C@]3(CCCN(Cc4ccc(F)cc4)C3=O)[C@H]2C1=O
i	17	1	-10	19	-7	0	0	-2	-0.2	CCN(CC)S(=O)(=O)c1ccc(N2CCN(C)CC2)c(NC(=O)Nc2ccc(C)cc2)c1
i	15	2	-2	-8	-1	0	-2	1	2.8	COc1ccc(CNc2ccc(Br)cc2)cc1
i	11	-1	-2	-8	-5	-1	-3	16	0.4	O=C(CCNC(=O)c1ccc(Br)cc1)NCC1COc2ccccc2O1 (stereo not drawn)
i	-5	1	3	11	3	0	-4	2	-0.9	CC(C#N)(NC(=O)CN1CCN(S(=O)(=O)c2ccccc2Cl)CC1)C1CC1 (stereo not drawn)
i	-5	1	-4	15	-16	1	0	2	-0.1	CC1(C)CN(C(=S)Nc2ccc(F)cc2F)C1=O
i	15	-3	-5	3	-11	-2	-2	-12	0.9	Nc1cccnc1Sc1cc(Cl)cc(Cl)c1
i	-1	-2	-4	1	3	-2	6	3	0.6	COc1cc(C)nc(Oc2ccc(=O)n(C)n2)n1
i	1	4	-6	12	nt	-2	1	4	0.4	CC(=O)NCCNC(=O)C1(C)Cc2c(-c3ccc(NC(C)=O)cc3)ccnc2O1 (stereo not drawn)
i	8	-38	-3	16	-6	-5	-3	-6	-2.2	COc1ccc(C2=CC(c3sccc3C)n3nnnc3N2)cc1 (stereo not drawn)
i	1	-3	-6	-5	-3	0	-7	-7	0.1	COc1ccccc1C(=O)OCC(=O)c1ccc(CNC(C)=O)s1
i	2	2	0	-1	-5	-1	-3	-4	0.4	O=C(COc1cc(F)ccc1[N+](=O)[O-])Nc1ccc2c(c1)OCO2

Given with bars between the fields: part of the list above.
Compound | Rpn11 inh | NRP1-CendR mod | MT1-MMP act inh | NadD block | SKN-1 inh | Scp-1 inhibitor | STEP block | SUMO1-SIM PPI | DNMT1 block | LMPTP inh
O=C(CCn1cccn1)Nc1ccc(-c2ccno2)cc1 | i | 20 | 3 | 2 | -9 | -9 | 0 | -2 | 1 | 0.4
O=C(Nc1ccccc1N1CCOCC1)c1ccccc1NS(=O)(=O)c1ccc(F)cc1 | i | 3 | 1 | -4 | 1 | 0 | 3 | 3 | 0 | 0.1

Arranged by number of heavy atoms (smallest number first): part of the list above
Rpn11 inh	NRP1-CendR mod	MT1-MMP act inh	NadD block	SKN-1 inh	Scp-1 inhibitor	STEP block	SUMO1-SIM PPI	DNMT1 block	LMPTP inh	structure
i	-3	-1	1	-13	-3	5	0	1	6.6	Cc1nc(N)nc2c1CCCC2
i	-1	2	-2	6	-2	-1	-4	8	-0.9	O=C(Cc1ccccc1[N+](=O)[O-])NNC(=O)c1cccs1
i	12	0	4	-17	2	-2	0	5	-1.4	CN(CC(=O)Nc1ccncc1)S(=O)(=O)c1ccc(Br)cc1
i	3	5	-1	4	-1	1	-1	2	0.0	NS(=O)(=O)c1cccc(NC(=O)COC(=O)CC2CC3CCC2C3)c1 (stereo not drawn)
i	-5	1	3	11	3	0	-4	2	-0.9	CC(C#N)(NC(=O)CN1CCN(S(=O)(=O)c2ccccc2Cl)CC1)C1CC1 (stereo not drawn)
i	-10	4	3	0	-4	2	-7	-6	0.6	CCC(C)NS(=O)(=O)c1ccc(S(=O)(=O)Nc2cc3c(cc2C(C)=O)OCO3)cc1 (stereo not drawn)

Additional records.
Rpn11 inh	NRP1-CendR mod	MT1-MMP act inh	NadD block	SKN-1 inh	Scp-1 inhibitor	STEP block	SUMO1-SIM PPI	DNMT1 block	LMPTP inh	structure
nt	-2	-6	-6	-4	nt	nt	-1	nt	1.1	CC(C)C[C@@H](COCc1cccc(Cl)c1)N1CCN(C(=O)c2cccc(C(F)(F)F)c2)CCC1=O
i	-5	8	-2	9	-1	-2	2	6	-0.9	CSc1nc(N)c2c(C)c(C)sc2n1
i	-6	-1	-2	11	-10	1	2	-2	-0.8	CC(C)(C)c1ccccc1NC(=O)Cn1c(=O)cnc2ccccc21
nt	15	-2	nt	14	nt	nt	-1	nt	0.1	COC(=O)C1=CN(c2ccc3c(c2)OCO3)C(N)=C(C#N)C1c1ccccc1 (stereo not drawn)
i	-2	3	0	15	-13	2	-2	-1	0.5	Cc1cc(C)nc(NC(=O)c2cccc([N+](=O)[O-])c2C)n1
i	-38	-9	8	8	-8	3	-7	-1	-1.2	Cc1ccc(C(=O)N/C(=C/c2ccco2)C(=O)N2CCC(C)CC2)cc1
i	3	2	7	-1	-6	-2	2	-4	0.6	COc1ccc(NC(=O)CCC(=O)N(Cc2ccc(OC)c(OC)c2)c2nccs2)c(OC)c1
i	10	-8	-7	-1	-6	-3	5	0	-0.8	CC(C)Cn1c(N)c(C(=O)CSc2n[nH]c(N)n2)c(=O)n(C)c1=O
i	-16	-3	5	17	87*	3	-1	12	4.2	COc1ccc(CN(C(=O)/C=C/c2ccco2)C2CCS(=O)(=O)C2)cc1 (stereo not drawn)
i	-2	-1	1	-11	3	-7	-3	-1	1.1	CCSc1nnc(N(CCC(=O)O)CCC(=O)O)s1
i	-5	1	-1	10	-8	-2	1	0	0.8	CC1CCCN(S(=O)(=O)c2ccc3c(c2)C(C)(C)C(=O)N3C)C1 (stereo not drawn)
i	18	2	-4	-5	-10	-1	3	-6	1.9	CCc1cccc(C)c1NC(=O)COC(=O)CSCc1ccccc1
i	-21	0	-11	-7	-8	2	1	1	0.8	O=C(Nc1cc(S(=O)(=O)N2CCOCC2)ccc1N1CCOCC1)C1CCCO1 (stereo not drawn)
i	-14	-1	3	-1	56*	6	-2	46	-0.3	Cc1c(C(=O)O)cccc1-n1c(C)cc(C=O)c1C
i	13	0	15	-26	-5	-1	-1	-11	1.6	CCCc1ccc(-c2c(C)sc(NC(=O)c3ccnn3C)c2C#N)cc1
i	-15	6	6	3	-4	0	-11	-1	-0.7	Cc1c(OCc2nn[nH]n2)ccc2c(-c3ccccc3)cc(=O)oc12
i	-6	0	-9	11	-7	3	4	-1	0.2	Cc1ccc(CSCC(=O)Nc2ccccc2F)cc1
i	-1	7	7	-10	-13	-1	-17	46	2.3	O=Cc1ccc(Sc2nnc(-c3ccccc3)o2)c([N+](=O)[O-])c1

Scp-1 inhibitor: hit marks shown above
Rpn11 inh	NRP1-CendR mod	MT1-MMP act inh	NadD block	SKN-1 inh	Scp-1 inhibitor	STEP block	SUMO1-SIM PPI	DNMT1 block	LMPTP inh	structure
i	-16	-3	5	17	87*	3	-1	12	4.2	COc1ccc(CN(C(=O)/C=C/c2ccco2)C2CCS(=O)(=O)C2)cc1 (stereo not drawn)
i	-14	-1	3	-1	56*	6	-2	46	-0.3	Cc1c(C(=O)O)cccc1-n1c(C)cc(C=O)c1C
